Pf apPOL block – Pf-apPOL DNA polymerase inhibition. Recombinant Pf-apPOL, molecular beacon fluorescence, 1.5 h. inhibition, % at 10 µM. 210,000 compounds, 0.25% hits. AID 1794808
mHTT-CaM PPI inh – inhibitors of human mutant huntingtin-calmodulin interaction | P42858 | AlphaScreen His-mHTT/GST-CaM binding, luminescence | inhibition, % at 15 µM | 190,000 compounds, 3.6% hits | AID 1671202;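 also: 0% = both proteins with DMSO and 100% = one protein alone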
Target sequence (P42858 whole entry, looked up, stated change not applied): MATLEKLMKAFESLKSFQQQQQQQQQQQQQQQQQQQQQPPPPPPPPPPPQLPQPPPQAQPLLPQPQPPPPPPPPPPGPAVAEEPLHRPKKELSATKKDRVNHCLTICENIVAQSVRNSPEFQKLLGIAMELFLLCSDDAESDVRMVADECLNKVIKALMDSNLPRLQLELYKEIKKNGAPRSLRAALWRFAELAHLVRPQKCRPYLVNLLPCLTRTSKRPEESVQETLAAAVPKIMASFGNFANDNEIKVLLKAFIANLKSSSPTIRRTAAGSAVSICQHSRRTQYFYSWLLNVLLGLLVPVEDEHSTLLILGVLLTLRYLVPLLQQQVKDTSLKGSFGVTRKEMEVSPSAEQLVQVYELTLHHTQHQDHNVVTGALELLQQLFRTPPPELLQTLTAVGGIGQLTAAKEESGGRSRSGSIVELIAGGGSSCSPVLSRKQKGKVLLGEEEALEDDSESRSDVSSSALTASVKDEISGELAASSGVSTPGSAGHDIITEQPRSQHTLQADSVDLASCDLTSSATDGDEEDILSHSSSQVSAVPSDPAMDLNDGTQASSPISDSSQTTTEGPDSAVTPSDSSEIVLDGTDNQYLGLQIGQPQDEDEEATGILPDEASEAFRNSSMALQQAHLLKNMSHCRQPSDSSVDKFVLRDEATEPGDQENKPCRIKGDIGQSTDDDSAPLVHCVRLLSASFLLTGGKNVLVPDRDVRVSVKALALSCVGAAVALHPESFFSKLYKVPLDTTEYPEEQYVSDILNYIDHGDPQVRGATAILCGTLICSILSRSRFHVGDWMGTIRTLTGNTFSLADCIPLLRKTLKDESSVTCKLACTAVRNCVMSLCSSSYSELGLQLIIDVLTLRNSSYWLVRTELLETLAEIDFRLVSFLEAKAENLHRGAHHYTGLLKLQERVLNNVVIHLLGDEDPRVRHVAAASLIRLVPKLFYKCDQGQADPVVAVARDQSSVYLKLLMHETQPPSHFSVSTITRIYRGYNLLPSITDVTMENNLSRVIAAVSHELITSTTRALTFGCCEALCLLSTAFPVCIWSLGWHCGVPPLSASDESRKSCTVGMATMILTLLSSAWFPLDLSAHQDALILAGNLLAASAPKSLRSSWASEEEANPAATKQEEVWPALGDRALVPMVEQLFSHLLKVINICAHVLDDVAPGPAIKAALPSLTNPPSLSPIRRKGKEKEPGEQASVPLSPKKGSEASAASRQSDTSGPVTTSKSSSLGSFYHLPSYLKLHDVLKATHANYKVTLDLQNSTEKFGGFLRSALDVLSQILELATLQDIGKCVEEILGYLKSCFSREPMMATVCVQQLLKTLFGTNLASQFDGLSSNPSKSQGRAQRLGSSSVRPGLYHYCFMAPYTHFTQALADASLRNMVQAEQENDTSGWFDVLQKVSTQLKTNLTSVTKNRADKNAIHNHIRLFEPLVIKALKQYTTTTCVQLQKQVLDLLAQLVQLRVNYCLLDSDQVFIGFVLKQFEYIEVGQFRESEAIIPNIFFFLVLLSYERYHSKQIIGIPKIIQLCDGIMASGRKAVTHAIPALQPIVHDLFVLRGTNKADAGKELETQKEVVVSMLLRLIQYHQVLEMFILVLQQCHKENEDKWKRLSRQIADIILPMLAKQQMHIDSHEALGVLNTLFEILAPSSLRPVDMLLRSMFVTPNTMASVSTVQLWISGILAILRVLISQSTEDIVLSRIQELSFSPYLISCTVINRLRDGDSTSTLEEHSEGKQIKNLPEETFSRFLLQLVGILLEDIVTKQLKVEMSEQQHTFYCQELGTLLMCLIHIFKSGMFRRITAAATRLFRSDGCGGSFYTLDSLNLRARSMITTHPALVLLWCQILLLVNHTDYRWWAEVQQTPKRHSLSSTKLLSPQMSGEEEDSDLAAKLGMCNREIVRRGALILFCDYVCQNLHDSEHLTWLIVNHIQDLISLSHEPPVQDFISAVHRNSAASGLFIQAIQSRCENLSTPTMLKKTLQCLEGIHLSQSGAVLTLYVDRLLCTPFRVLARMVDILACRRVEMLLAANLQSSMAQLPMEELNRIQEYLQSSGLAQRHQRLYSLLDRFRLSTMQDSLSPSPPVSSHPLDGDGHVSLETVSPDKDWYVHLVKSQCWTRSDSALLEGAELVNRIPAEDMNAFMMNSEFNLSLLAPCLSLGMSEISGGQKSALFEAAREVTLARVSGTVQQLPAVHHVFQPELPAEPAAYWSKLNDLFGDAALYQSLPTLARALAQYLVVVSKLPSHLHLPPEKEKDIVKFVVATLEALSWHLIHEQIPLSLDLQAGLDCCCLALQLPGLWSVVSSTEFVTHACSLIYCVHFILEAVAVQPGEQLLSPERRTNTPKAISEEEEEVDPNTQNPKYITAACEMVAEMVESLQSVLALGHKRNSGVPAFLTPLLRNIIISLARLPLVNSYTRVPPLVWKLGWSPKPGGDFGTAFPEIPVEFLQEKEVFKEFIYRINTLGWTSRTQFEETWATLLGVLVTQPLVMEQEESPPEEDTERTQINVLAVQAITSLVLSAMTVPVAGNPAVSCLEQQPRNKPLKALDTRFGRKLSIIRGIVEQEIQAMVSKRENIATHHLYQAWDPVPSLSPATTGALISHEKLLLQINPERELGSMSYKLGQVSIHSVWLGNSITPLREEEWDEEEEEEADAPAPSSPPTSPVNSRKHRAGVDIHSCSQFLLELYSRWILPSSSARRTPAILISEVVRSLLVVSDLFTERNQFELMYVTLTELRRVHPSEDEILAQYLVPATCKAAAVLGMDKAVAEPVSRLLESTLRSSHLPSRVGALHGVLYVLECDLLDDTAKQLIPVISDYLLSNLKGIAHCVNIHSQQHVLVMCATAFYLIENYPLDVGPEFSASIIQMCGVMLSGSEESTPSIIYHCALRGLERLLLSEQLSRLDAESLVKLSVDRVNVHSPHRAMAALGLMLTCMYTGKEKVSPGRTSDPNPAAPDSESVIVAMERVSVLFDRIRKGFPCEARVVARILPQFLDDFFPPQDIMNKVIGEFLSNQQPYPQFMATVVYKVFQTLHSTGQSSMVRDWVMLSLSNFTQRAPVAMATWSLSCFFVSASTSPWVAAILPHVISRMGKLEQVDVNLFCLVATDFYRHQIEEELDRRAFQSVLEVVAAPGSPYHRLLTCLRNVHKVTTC
An asterisk follows results filed as active; / = no result given; & = joins results of further samples. Rule as the data show it: active = inhibition above about 50%; inactive = the rest.

structure,mHTT-CaM PPI inh,Pf apPOL block
COc1ccc(C(=O)Oc2ccc3c(=O)c(-c4ccc(Br)cc4)coc3c2)cc1OC,-9,-4
O=c1[nH]nc(SCCS(=O)(=O)c2ccc(F)cc2)n1C1CC1,/,-1&-8
COc1ccc(N(CC(=O)Nc2ccc3c(c2)OCO3)S(=O)(=O)c2ccccc2)c(OC)c1,9,-8
Cn1nc(-c2nc(-c3ccccc3)no2)c2c1CCN(C(=O)C1CCC1)C2,1,1
CC(C)CNC(=O)c1nn(C)c2c1COc1ccccc1-2,-4,-6
CC(C)C(=O)NCc1csc(C2CCCN(C(=O)c3cc(F)ccc3F)C2)n1 (centres undefined),-11,-3
O=C(O)c1ccccc1Nc1ccnc(N2CCOCC2)n1,0,-2
CCOC(=O)c1c(NC(=O)CCC(=O)O)sc(C)c1-c1ccccc1,/,7
Cc1cc(C)n(-c2cc(NCCNS(=O)(=O)N(C)C)ncn2)n1,-13,-3
C(#Cc1ccccc1)CSc1nnc(SCC#Cc2ccccc2)s1,-10,-11
Cc1cc(OCC(N)=O)ccc1Cl,-1,-3
COc1ccc(NC(=O)Cn2nc(C)c([N+](=O)[O-])c2C)cn1,-6,-3
CC1CN(C2=NC(=O)/C(=C/c3cn[nH]c3-c3ccccc3)S2)CC(C)O1 (centres undefined),3,66*
O=C(NCCc1cccc(Cl)c1)c1ccc(Cl)cc1[N+](=O)[O-],8,3
Cc1cccc(C(=O)N2CCCC2c2cc(C(C)C)on2)c1 (centres undefined),-4,-1
O=C(NC1CCCCC1)c1cnn2c3c(cnc12)CCCCCC3,-4,-1
CCNC(=O)C(C1CCCC1)N1CCN(C(=O)c2ccccc2F)CC1 (centres undefined),3,-2
Cc1nc(CNC(=O)C2CCN(C(=O)NCc3ccccc3)CC2)cs1,-9,3
CCOc1ccccc1N(C)C(=O)c1nn(-c2cccc(OC)c2)c(=O)c2ccccc12,4,-12
CCn1cc([N+](=O)[O-])c(-c2nc(-c3cccs3)no2)n1,2,/
O=C(c1nccc2ccccc12)N1CCc2c(nc3cc(-c4ccccc4)[nH]n3c2=O)C1,48,4
CCC(C(=O)N1CCCCCC1)c1ccccc1 (centres undefined),-4,-2
CN1C(=O)Cc2cc(C(=O)NCc3cccnc3)ccc21,-5,-2
O=C(NCCc1csc(C2CCN(C(=O)c3ccccc3F)CC2)n1)C1CCC1,-2,-6
CC(=O)c1c(C(C)=O)c(C)n(NC(=O)c2cc(Br)ccc2O)c1C,2,-6
Cc1nnsc1C(=O)Nc1ccc(-c2cn3c(n2)SCC3)cc1,18,-4&-4
C=CCc1cccc2cc(C(C)=O)c(=O)oc12,0,-2
COc1ccc(NC(=O)CC2(C)NN=C(c3ccccc3)S2)c(OC)c1 (centres undefined),73*,-25
COc1ccc(C(=O)N2CCc3cn(C)c4cccc(c34)C2)cc1F,32,-3
CC1=C(C#N)C(=O)NC(=O)/C1=C\c1ccc(-c2cccc(Cl)c2)o1,37,-3
O=[N+]([O-])c1cccc(Cl)c1N1CCN(c2ccc([N+](=O)[O-])c3cccnc23)CC1,7,-5
O=S(=O)(Nc1ccc(F)cc1)c1cccnc1Nc1ccc(F)cc1,-13,1
CC(=O)N1c2c(cc(Br)cc2S(=O)(=O)N2CCCCC2C)CC1C (centres undefined),1,0
CCc1nnc(NC(=O)c2ccc(COc3ccccc3Cl)o2)s1,1,4
CCOc1ccccc1NC(=O)Nc1ccc(CC(=O)NC(C)(C)CO)cc1,4,-3
O=C1C2C3C=CC(C4CC34)C2C(=O)N1c1cc(Cl)ccn1 (centres undefined),-1,-1
CC(C)NC(=O)c1ccc(OCC2CCN(C(=O)C3CCCCC3)CC2)cc1,-5,-6
Cc1ccc(N2CCN(S(=O)(=O)c3ccc(Cl)c(Cl)c3)CC2)nn1,-10,-8
C=CC[C@H](c1ccc(F)cc1)N(CC(C)C)S(=O)(=O)C=C,-74,-2
O=C(CCC1CCCN(C(=O)Nc2ccccc2F)C1)NCc1cccc(Cl)c1 (centres undefined),-5,-4
Cc1ccnc(N2CCC(C(=O)NCCCN3CCN(Cc4ccccc4)CC3)CC2)n1,5,-2
Cc1cc(Br)ccc1OCc1nc(-c2ccncc2)no1,-4,0
O=C(Nc1ccccc1)Nc1ccccc1C(=O)NC1CCCCC1,-6,8
Cc1ccc(F)cc1NC(=O)c1csc(-c2ccc(N3CCCC3)nc2)n1,-3,0
S=c1nc(-c2ccccc2)n(Cc2ccccn2)c2c1CCCC2,/,-1
Cc1cccc(-c2nnc(CCC(=O)N3CCCCC3)c(=O)[nH]2)c1,-1,1
O=C(NCc1ccccc1)c1cccc(Br)c1,-16,-5
Cc1cc(C)c(S(=O)(=O)N2CCOCC2)c(C)c1N(C)S(C)(=O)=O,-4,-3
Cc1ccc(NC(=O)CC2Sc3ccc(C(F)(F)F)cc3NC2=O)c([N+](=O)[O-])c1 (centres undefined),11,-24
C=CC(C)(C)OCC(O)CN1CCN(CC)CC1 (centres undefined),3,-3
CC(C)CCn1c(N2CCC(C(=O)N3CCCC3)CC2)nc2ccccc21,34,-4
CCOc1ccccc1NC(=O)CSc1nnnn1-c1ccccc1,-18,-11
Cc1ccccc1C(=O)N1CCN(c2ccc(NC(=O)CC(C)C)cn2)CC1,1,-4
COc1ccccc1N1CCN(C2CCC(C)C2)CC1 (centres undefined),1,1
Cc1ccc2nc(-c3ccc(NC(=O)c4ccc(Br)o4)cc3)oc2c1,0,-7
O=C(NCc1cccc(C(F)(F)F)c1)c1cn2c(n1)COCC2,-15,-4
COc1ccc(NC(=O)Nc2ccc(C)cc2)cc1,2,0
O=C(Nc1nccs1)c1cccc(NS(=O)(=O)c2ccc(Cl)cc2)c1,5,-2
CN(C)CCNC(=O)c1cn(C)c(=O)c2c1c1ccccc1n2C,4,0
COc1ccc(C(=O)Nc2cc3cc(Cl)ccc3oc2=O)cc1OC,-1,0

Carrying on:
structure,mHTT-CaM PPI inh,Pf apPOL block
O=C1OC(c2ccccc2)=N/C1=C\C=C\c1ccccc1,13,2
COc1cc(NC(=O)CN2C(=O)C(c3ccc(F)cc3)=NC2(C)C)cc(OC)c1,9,-11
COc1cccc2cc(C(=O)Nc3ccc(Oc4ccc(Cl)cc4)cc3)c(=O)oc12,-1,-2
C#CCN1CC(OCC)=CC1=O,/,15
COc1cc(N)ccc1-n1cnnn1,1,/
CC(=O)c1ccc(N2CCN(C(=O)c3nnn4c3COC(c3ccc(F)cc3)C4)CC2)cc1 (centres undefined),-3,-2
O=C(NCCc1nc2ccccc2[nH]1)c1ccc(F)cc1,2,-2
Cc1cc(NC(=O)N2CCCC2c2cc(C(C)C)no2)ccc1Br (centres undefined),-10,2
COc1ccc(-c2nc(C3CCCN(C(=O)c4ccccc4C)C3)no2)cc1 (centres undefined),2,-3
COc1ccc(O)c(C=NCCNS(=O)(=O)c2ccc(C)cc2[N+](=O)[O-])c1,4,-1
COc1cc(C(=O)N2CCN(c3ccccc3F)CC2)c([N+](=O)[O-])cc1OC,11,-2
Cc1ccc(S(=O)(=O)N2N=C(C3CCCCC3)CC2(O)C(F)(F)F)cc1 (centres undefined),0,6
CCOc1ccccc1NC(=O)c1cc2cc(Br)ccc2oc1=O,7,13
COC(=O)CNC(=O)c1cn(-c2ccccc2)nc1-c1ccc(OC)c([N+](=O)[O-])c1,40,-1
O=C(Nc1ccccc1C1CC1)c1ccccc1,-2,-4
Nc1ncnc(NC2CCCCC2)c1[N+](=O)[O-],-2,-4
CC1(C)COC(=CC(=O)C23CC4CC(CC(C4)C2)C3)N1C(=O)C12CC3CC(CC(C3)C1)C2,2,0
Cc1cc(C)nc(N=C(NC(=O)C(C)C)Nc2ccc(F)cc2)n1,0,13
O=C(C1CC1)N1CCN(Cc2noc(-c3ccc4ccccc4c3)n2)CC1,13,2
COc1ccc2[nH]cc(CN3CCC(C(=O)NC(C)c4ccc(F)cc4)CC3)c2c1 (centres undefined),68*,1
CCCCC(=O)N1c2ccccc2NC2=C(C(=O)CC(C)(C)C2)C1c1ccc2c(c1)OCO2 (centres undefined),8&16,0&-1
O=C(NC1CCCC1)c1cc(N2CCCC2)n2nccc2n1,-30,0
CC(=O)CC[C@@H]1CC[C@]2(CCCN(C(=O)c3ccc4ccccc4n3)C2)O1,2,-7
O=C(c1ccnc(N2CCCCC2)n1)N1CCN(c2cccc(Cl)c2)CC1,56*,3
O=C(Nc1cc(-c2cccs2)nn1-c1ccc(I)cc1)C1CCC1,/,-8&0
Cc1ccc(NC(=O)Cn2cnc3c(-c4ccc(F)cc4)csc3c2=O)cc1F,-24,3
COc1ccccc1-c1noc(C2CCCN2C(=O)Nc2ccc(F)c(Cl)c2)n1 (centres undefined),10,0
CCOc1ccc(N(C(C)=O)C2C=CS(=O)(=O)C2)cc1 (centres undefined),-4,-10
Cc1cccc(-n2nc3c(c2NC(=O)COc2ccc(Cl)cc2)CS(=O)(=O)C3)c1C,-5,-5
O=C(c1cc(F)c(F)cc1Cl)N1CCCC1,2,5

The final 2 entries of the section above lead into the next:
structure,mHTT-CaM PPI inh,Pf apPOL block
Cc1cccc(-n2nc3c(c2NC(=O)COc2ccc(Cl)cc2)CS(=O)(=O)C3)c1C,-5,-5
O=C(c1cc(F)c(F)cc1Cl)N1CCCC1,2,5
COc1ccccc1NC(=O)CCN1CCCCCC1,1,14
Cc1ccc2oc(-c3ccc(Cl)c(NC(=O)c4cccnc4)c3)nc2c1,-1&-1,-2&-4
CC1(C)CC(=O)C2=C(C1)c1c(ccc3ncccc13)NC2C1CC=CCC1 (centres undefined),31,-6
COc1ccc(C=CC(=O)c2c(O)cc(C)oc2=O)cc1,-3,-10
O=[N+]([O-])c1ccccc1OCCCN1CCOCC1,-2,-4
Cc1cc(C)n(-c2ccc(Sc3ccc(Cl)cc3)nn2)n1,/,-6&-1
C=CCNC(=O)c1cc2c(=O)n3cccc(C)c3nc2n(CCOCCO)c1=N,-1,-4
COc1cc(OC)cc(C(=O)N2CCN(c3ccc(F)cc3)CC2)c1,14,-1
CCOc1ccc(N2CC(c3nnc(NC(=O)C(C)(C)C)o3)CC2=O)cc1 (centres undefined),-5,-2
O=c1c(-c2ccc(Cl)cc2Cl)coc2cc(O)ccc12,12,-11
Cc1ccc(-c2noc(CCN3CCN(C(C)C)CC3)n2)cc1,-1,-4
CCNC(=O)c1ccccc1CN1C(=O)C2CCCN2C(=O)c2ccccc21 (centres undefined),-5,-1
CCc1ccc(CNC(=O)C2c3cc(OC)c(OC)cc3C(=O)N3CCc4ccccc4C23)cc1 (centres undefined),10,1
CCCCCc1ccc(-c2ccc(Br)cc2)cc1,/,-8&-5
Cc1cc(C)c(O)c(N=Cc2ccc(Br)cc2)c1,35,-4
O=C(Nc1cccc(Cl)c1)Nc1nnc(-c2ccncc2)s1,14,-2
CCCCN(CC)C(=O)Cn1c(=O)n(-c2ccc(F)cc2)c(=O)c2sccc21,-2,-3
COc1ccc(-n2ncc(C(=O)N3CCN(C4c5ccccc5-c5ccccc54)CC3)c2C)cc1,/,-10&-10
O=C(C(=NN=Cc1ccc2c(c1)OCO2)c1ccccc1)c1ccccc1,/,1
COc1ccc(S(=O)(=O)NCc2ccccc2Cl)c2cccnc12,7,0
Cc1ccc(NC(=O)c2cc(S(=O)(=O)N3CCc4ccccc4C3)ccc2F)cc1F,-1,31
COc1ccccc1CNC(=O)C1c2cc(OC)c(OC)cc2C(=O)N(C)C1c1cccnc1 (centres undefined),-3,-4
O=[N+]([O-])c1cc2c(cc1CN1CCCCCC1)OCO2,1,1
O=[N+]([O-])c1cc(Cl)ccc1NCCNS(=O)(=O)c1ccccc1,41,-1
Cc1ccc(S(=O)(=O)CCc2nnc(NC(=O)C3CCCCC3)s2)cc1C,3,-4
CC(C)n1c(C2CCN(C(=O)c3ccc(F)c(Cl)c3)C2)nc2ccncc21 (centres undefined),7,-5
COc1ccc(CSCCN=C(N)N)cc1Cl,0,0
CC(=O)N1CCN(C(=O)c2cc(-c3cccs3)nc3ccccc23)CC1,25,2
COc1cc(CNCc2ccc(SC)cc2)cc(OC)c1OC,-6,-5
CCOC(=O)NN=C(C)c1cc(OCC(F)(F)F)ccc1OCC(F)(F)F,/,-4
C=CCSc1nnc2c(n1)OC(c1ccc(OC)c(OC)c1)Nc1ccccc1-2 (centres undefined),2,-2
CCN1CCSc2ccc(C(N)=O)cc21,1,-2
COc1cc2c(cc1OC)C(C(=O)NCCC1=CCCCC1)C(c1ccccc1F)N(C)C2=O (centres undefined),19,48
Cc1ccc(C2C3=C(CC(c4ccccc4)CC3=O)Nc3ncnn32)cc1 (centres undefined),-2,-4
COc1ccc(/C=C2\COc3ccc(C)cc3C2=O)cc1O,/,2

Structural class, those above with an aryl thioether with sulfur outside any ring.
structure,mHTT-CaM PPI inh,Pf apPOL block
O=c1[nH]nc(SCCS(=O)(=O)c2ccc(F)cc2)n1C1CC1,/,-1&-8
C(#Cc1ccccc1)CSc1nnc(SCC#Cc2ccccc2)s1,-10,-11
CCOc1ccccc1NC(=O)CSc1nnnn1-c1ccccc1,-18,-11
Cc1cc(C)n(-c2ccc(Sc3ccc(Cl)cc3)nn2)n1,/,-6&-1
COc1cc(CNCc2ccc(SC)cc2)cc(OC)c1OC,-6,-5
C=CCSc1nnc2c(n1)OC(c1ccc(OC)c(OC)c1)Nc1ccccc1-2 (centres undefined),2,-2

Source: PubChem BioAssay (University of Kansas High Throughput Screening Laboratory)

Not all compounds are listed; rates above refer to the full screens.
